AmpC no deterg: blocks E. coli AmpC beta-lactamase in detergent-free assay; AmpC nitrocefin hydrolysis, absorbance 480 nm, 0.0001% Triton; hit rate 0.52% among 330,000; P00811; Potency, µM (doses to about 57.1 µM), for inactives: at the highest dose activity change, negative = inhibition, usual class: inhibitors;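 also: potency is read from the fitted curve at half-maximal effect; plate controls were no compound for no effect and no enzyme for full effect; nearly all actives have a fitted effect of over 20% in size; some results filed as inactive show a strong effect at the top dose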
Target sequence (P00811 whole entry, looked up): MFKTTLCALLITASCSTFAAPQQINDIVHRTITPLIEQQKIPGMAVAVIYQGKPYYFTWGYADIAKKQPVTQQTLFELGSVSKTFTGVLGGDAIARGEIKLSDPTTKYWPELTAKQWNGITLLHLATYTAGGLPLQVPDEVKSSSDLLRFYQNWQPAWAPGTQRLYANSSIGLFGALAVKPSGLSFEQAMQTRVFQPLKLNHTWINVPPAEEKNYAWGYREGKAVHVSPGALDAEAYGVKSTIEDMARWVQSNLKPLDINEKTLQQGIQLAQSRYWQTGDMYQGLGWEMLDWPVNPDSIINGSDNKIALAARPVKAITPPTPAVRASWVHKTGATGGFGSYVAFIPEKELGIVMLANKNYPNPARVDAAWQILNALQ
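AmpC (5.3 nM in the dispensed reagent) in 20 mM phosphate pH 7.0 with 0.01% (detergent screen) or 0.0001% Triton X-100 was preincubated with compounds for 15 min at room temperature. Nitrocefin was then added from an 800 uM solution, and hydrolysis was followed at 480 nm.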
TbPYK inhibitor: blocks Trypanosoma brucei pyruvate kinase. Q57TT1. TbPYK enzyme, Kinase-Glo Plus ATP luminescence, 45 min. Potency, µM (top dose mostly 76.8 µM), inactives show at the top dose activity, negative = inhibition, usual class: inhibitors. hit rate 0.12% among 410,000. AID 624173; also: potency is read from the fitted curve at half-maximal effect; nearly all actives have a fitted effect of over 50% in size
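TbPYK + substrate in 50 mM TEA pH 7.2, 100 mM KCl, 10 mM MgCl2, 0.05% BSA, 0.01% Tween-20; cpd pinned; ADP 130 uM final; 45 min RT; Kinase-Glo Plus 10 min; luminescence endpoint.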
AmpC inh detg: blocks E. coli AmpC beta-lactamase in detergent assay | P00811 | AmpC hydrolysis of nitrocefin, absorbance 480 nm, 0.01% Triton | Potency, µM (doses to about 114 µM), inactives show at the highest dose activity change, negative = inhibition, most hits filed as inhibitors | hit rate 0.041% among 370,000 | AID 485294;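 also: potency is read from the fitted curve at half-maximal effect; 0% = no-compound wells and -100% = no-enzyme wells; nearly all actives have a fitted effect of over 25% in size; some results filed as inactive show a strong effect at the top dose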
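20 mM phosphate pH 7.0 + 0.01% (detergent screen) or 0.0001% Triton X-100; 5.3 nM AmpC reagent; cpd preinc 15 min RT; nitrocefin (800 uM stock) to start; A480 q20 s × 4 min; Activity was normalised to no-enzyme and no-compound control wells.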
LmPK inh: inhibitors of Leishmania mexicana pyruvate kinase | Q27686 | purified LmPK, Kinase-Glo ATP luminescence, 1 h | Potency, µM (doses to about 57.5 µM), inactives show top-dose activity change, negative = inhibition, hits mostly inhibitors | hit rate 0.37% among 290,000; also: potency is read from the fitted curve at half-maximal effect
Target sequence (Q27686 whole entry, looked up): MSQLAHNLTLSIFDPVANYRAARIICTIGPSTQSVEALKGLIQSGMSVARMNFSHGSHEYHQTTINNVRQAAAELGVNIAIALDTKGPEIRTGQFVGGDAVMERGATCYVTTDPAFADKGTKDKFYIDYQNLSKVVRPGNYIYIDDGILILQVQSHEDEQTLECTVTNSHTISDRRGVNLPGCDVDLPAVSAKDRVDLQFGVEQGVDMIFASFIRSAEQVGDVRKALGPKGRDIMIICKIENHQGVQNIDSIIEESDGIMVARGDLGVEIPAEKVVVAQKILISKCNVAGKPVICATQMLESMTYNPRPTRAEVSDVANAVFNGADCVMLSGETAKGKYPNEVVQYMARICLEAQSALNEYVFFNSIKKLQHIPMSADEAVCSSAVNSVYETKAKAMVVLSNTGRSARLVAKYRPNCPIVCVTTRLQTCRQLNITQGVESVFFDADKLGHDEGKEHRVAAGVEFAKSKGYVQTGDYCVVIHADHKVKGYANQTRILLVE
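0.1 nM LmPK, 0.5 mM PEP, 0.1 mM ADP; 50 mM imidazole pH 7.2, 7 mM MgCl2, 50 mM KCl; 1 h RT. Kinase-Glo luminescence readout, normalized to no-enzyme (full inhibition) and uninhibited wells.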
Sm TGR inh: blocks Schistosoma mansoni thioredoxin glutathione reductase | hit rate 3% among 360,000 | Q962Y6 | purified TGR, DTNB reduction, TNB absorbance 405 nm | AID 485364 | Potency, µM (titrated, usually from 114 µM), for inactives: at the top dose activity change, negative = inhibition, usual class: inhibitors; also: potency is read from the fitted curve at half-maximal effect; nearly all actives have a fitted effect of over 60% in size
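TGR 20 nM + NADPH 100 uM (dispensed conc.), cpd preinc 15 min RT; start with NADPH (500 uM addition) then DTNB (15 mM addition). Kinetic TNB absorbance, 405 nm filter. Four-parameter Hill fit across titration.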
AMA1 RON2 block: AMA1-RON2 (P. falciparum) interaction inhibition. Potency, µM (highest dose often 58.2 µM), for the others: at the highest dose activity change, negative = inhibition, usual class: inhibitors. hit rate 0.2% among 360,000. AlphaScreen AMA1-biotinylated RON2 peptide binding;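 also: potency is read from the fitted curve at half-maximal effect; 0% = vehicle wells and -100% = peptide control; nearly all actives have a fitted effect of over 45% in size; some results filed as inactive show a strong effect at the top dose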
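AMA1 (3D7) with his tag at 25 nM final met compounds first, then biotinylated RON2 peptide at 25 nM; detection used donor plus acceptor beads, 10 µg/mL apiece, read by AlphaScreen after 30 min at room temperature.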
HCMV inh: human cytomegalovirus inhibition; AID 1259415; hit rate 4.5% among 410,000; activity change, negative = inhibition, % at 57.5 µM; HFF cells, HCMV-luciferase reporter, 72 h; hits give low values; in the data active = activity change below about -60%; inconclusive = no clear call, values can overlap the other calls; inactive = above about -39%
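Cell-based, HFFs, 1000 cells/well, 16 h 37C; cpds in DMSO + HCMV-luc, MOI 1 PFU/cell; 72 h 37C; OneGlo luminescence after 5 min RT; norm. to buffer vs Salinomycin 10uM.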
* marks the source's active call; other numbers are inactive results; & = joins results of further samples; [ ] = remark or other dose. Unless noted, calls follow the shape of the dose curve; as a rule, active = well fitted curve in the direction sought with a large enough effect; inconclusive = small, poorly fitted or top-dose-only effect, or another doubt; inactive = no such curve, though single readings can be large; an effect the other way counts as inactive or inconclusive. Unless noted, % is scaled to controls: 0 for no effect and ±100 for the full control effect.

How did CCOC(=O)Cn1c2ccc(OC)cc2c2nc3ccccc3nc21 do in these assays?
AmpC no deterg: 17%; TbPYK inhibitor: -4%; AmpC inh detg: -20%; LmPK inh: -1%; Sm TGR inh: 3%; AMA1 RON2 block: inconclusive; HCMV inh: 44

Results for COCCSc1ccccc1C(=O)Nc1ccc([N+](=O)[O-])cc1OC ?
AmpC no deterg: -2%; TbPYK inhibitor: 0%; AmpC inh detg: -6%; LmPK inh: 3%; Sm TGR inh: 5%; AMA1 RON2 block: -7%; HCMV inh: 80

Results for COc1cccc(OC)c1C(=O)OCC(=O)N1CC(C)CC(C)C1 (stereo unspecified) ?
AmpC no deterg: -13%; TbPYK inhibitor: 12%; AmpC inh detg: 3%; Sm TGR inh: -3%; AMA1 RON2 block: -18%; HCMV inh: -5

Results for COc1cc(OC)nc(Nc2nc(C(N)c3ccccc3)cs2)n1 (stereo unspecified) ?
TbPYK inhibitor: -7%; AMA1 RON2 block: 25%; HCMV inh: -19

What do the screens show for `CC(C)(C)N1C(=O)c2ccc(C(=O)Nc3ccc(C(=O)O)cc3)cc2C1=O`?
AmpC no deterg: -8%; TbPYK inhibitor: -1%; AmpC inh detg: 0%; LmPK inh: -2%; Sm TGR inh: -2%; AMA1 RON2 block: 8%; HCMV inh: -34

What do the screens show for `CC(=O)Nc1ccc(NC(=O)Nc2ccc(C)cc2C)cc1`?
AmpC no deterg: -7%; TbPYK inhibitor: -5%; AmpC inh detg: -8%; LmPK inh: 3%; AMA1 RON2 block: -6%; HCMV inh: -37

What do the screens show for `OCCC#Cc1ccc(CN2CCN(Cc3ccsc3)C(CCO)C2)cc1` (stereo unspecified)?
AmpC no deterg: -40%; TbPYK inhibitor: 0%; AmpC inh detg: -1%; LmPK inh: 6%; Sm TGR inh: -6%; AMA1 RON2 block: -3%; HCMV inh: -13

What do the screens show for `O=S1(=O)N[C@@H](Cc2ccccc2)COc2cc(N3CCC[C@H]3CO)ccc21`?
TbPYK inhibitor: -1%; AMA1 RON2 block: 3%; HCMV inh: inconclusive

What do the screens show for `CN(C)CCNC(=O)c1c(O)c2c([nH]c1=O)CCCC2`?
AmpC no deterg: -11%; TbPYK inhibitor: 1%; AmpC inh detg: 8%; LmPK inh: 0%; Sm TGR inh: 2%; AMA1 RON2 block: 7%; HCMV inh: -17

How did CCCNC(=O)c1cc(C2CCCCN2C(=O)c2ccc(OC)cc2)on1 (stereo unspecified) do in these assays?
TbPYK inhibitor: 4%; AMA1 RON2 block: 7%; HCMV inh: 16

Results for CCOc1ccc(NC(=O)CCNS(=O)(=O)c2cccs2)cc1 ?
AmpC no deterg: -15%; TbPYK inhibitor: -9%&0%; AmpC inh detg: 8%&-1%; LmPK inh: 4%; Sm TGR inh: 3%&-5%; AMA1 RON2 block: 2%; HCMV inh: 15&-22

What do the screens show for `CC1NC(=O)NC1CCCCCC(=O)Nc1ccc(F)cc1` (stereo unspecified)?
AmpC no deterg: -36%; TbPYK inhibitor: -18%; AmpC inh detg: -2%; LmPK inh: 1%; Sm TGR inh: 3%; AMA1 RON2 block: inconclusive; HCMV inh: 23

What do the screens show for `COCCOc1nc2c(c(=O)n(C)c(=O)n2C)n1CCc1ccccc1`?
AmpC no deterg: 14%; TbPYK inhibitor: 0%; AmpC inh detg: 7%; LmPK inh: 0%; Sm TGR inh: 7%; AMA1 RON2 block: -15%; HCMV inh: 30

How did CCCN(CCC)Cc1cc(=O)oc2cc(C)c(C)cc12 do in these assays?
TbPYK inhibitor: -3%; AMA1 RON2 block: -1%; HCMV inh: -15

How did Nc1nc(NCc2ccccc2)nc(Nc2ccc(F)cc2)c1[N+](=O)[O-] do in these assays?
AmpC no deterg: -25%; TbPYK inhibitor: -10%; AmpC inh detg: 3%; LmPK inh: -4%; Sm TGR inh: 0%; AMA1 RON2 block: 9%; HCMV inh: 34

Results for COc1cc(C2NC(=O)NC(C)=C2C(=O)OC2CCC(C)CC2)ccc1O (stereo unspecified) ?
AmpC no deterg: 10%; TbPYK inhibitor: -18%; AmpC inh detg: -9%; LmPK inh: -4%; Sm TGR inh: 1%; AMA1 RON2 block: -8%; HCMV inh: -9

How did Cc1ccnn1CC(=O)N/N=C/c1cn[nH]c1-c1ccccc1 do in these assays?
AmpC no deterg: -16%; TbPYK inhibitor: inconclusive; AmpC inh detg: 2%; LmPK inh: 2%; Sm TGR inh: 22%; AMA1 RON2 block: -8%; HCMV inh: 11

What do the screens show for `COC(=O)CCC(=O)OC1(C)C(=O)C2=CN(c3ccc(OC)cc3)C(c3ccc(OC)cc3)=CC2=C(Br)C1=O` (stereo unspecified)?
TbPYK inhibitor: -6%; LmPK inh: -8%[11.5 µM]; AMA1 RON2 block: -13%

How did Cc1ccc(NC(=O)CN2CC(C)SC2=NC2CCCCC2)cc1 (stereo unspecified) do in these assays?
AmpC no deterg: 11%; TbPYK inhibitor: -7%&-3%; AmpC inh detg: 0%; LmPK inh: -2%; Sm TGR inh: -2%; AMA1 RON2 block: 13%&13%; HCMV inh: -23&-11

What do the screens show for `Cc1ccc(-c2ccc(/C=N/N3C(=O)C4C5C=CC(C6CC56)C4C3=O)o2)c([N+](=O)[O-])c1` (stereo unspecified)?
AmpC no deterg: -9%; TbPYK inhibitor: -4%; AmpC inh detg: 7%; LmPK inh: 3%; Sm TGR inh: -30%; AMA1 RON2 block: inconclusive; HCMV inh: -6

Results for CCCn1c(SCC(=O)N2CCCC2=O)nc2ccccc2c1=O ?
AmpC no deterg: -5%; TbPYK inhibitor: -12%; AmpC inh detg: 0%; Sm TGR inh: 1%; AMA1 RON2 block: -2%; HCMV inh: -14

How did Cc1ccc(C(CNS(=O)(=O)c2ccccc2)N2CCN(C)CC2)cc1 (stereo unspecified) do in these assays?
AmpC no deterg: 5%; TbPYK inhibitor: -16%; AmpC inh detg: -1%; Sm TGR inh: 14%; AMA1 RON2 block: 0%; HCMV inh: -14

What do the screens show for `Cc1ccc(S(=O)(=O)ON2C(=O)c3cccc4cccc(c34)C2=O)cc1`?
AmpC no deterg: -15%; TbPYK inhibitor: -13%; AmpC inh detg: inconclusive; LmPK inh: 1%; Sm TGR inh: -9%; AMA1 RON2 block: 5%; HCMV inh: 11

What do the screens show for `Cc1cc(C)n2nc(SC(C)C(=O)N3CC(C)OC(C)C3)nc2n1` (stereo unspecified)?
AmpC no deterg: -13%; TbPYK inhibitor: -8%; AMA1 RON2 block: -2%; HCMV inh: 1

In the list so far, these contain an aryl thioether with sulfur outside any ring:
Results for COCCSc1ccccc1C(=O)Nc1ccc([N+](=O)[O-])cc1OC ?
AmpC no deterg: -2%; TbPYK inhibitor: 0%; AmpC inh detg: -6%; LmPK inh: 3%; Sm TGR inh: 5%; AMA1 RON2 block: -7%; HCMV inh: 80

Results for CCCn1c(SCC(=O)N2CCCC2=O)nc2ccccc2c1=O ?
AmpC no deterg: -5%; TbPYK inhibitor: -12%; AmpC inh detg: 0%; Sm TGR inh: 1%; AMA1 RON2 block: -2%; HCMV inh: -14

What do the screens show for `Cc1cc(C)n2nc(SC(C)C(=O)N3CC(C)OC(C)C3)nc2n1` (stereo unspecified)?
AmpC no deterg: -13%; TbPYK inhibitor: -8%; AMA1 RON2 block: -2%; HCMV inh: 1

Additional records
What do the screens show for `Cn1c(SCC(=O)NC2CCCCC2)nnc1-c1ccccc1O`?
AmpC no deterg: 121%[activator]; TbPYK inhibitor: -2%; AmpC inh detg: -4%; LmPK inh: -11%; Sm TGR inh: -5%; AMA1 RON2 block: 7%; HCMV inh: -1

Results for COc1ccc(NC(=O)/C=C/c2ccc(C)o2)cc1S(=O)(=O)N1CCOCC1 ?
AmpC no deterg: -13%; TbPYK inhibitor: -18%; AmpC inh detg: inconclusive; LmPK inh: 5%; Sm TGR inh: 18µM*; AMA1 RON2 block: -1%; HCMV inh: 14

Results for CCOC(=O)COc1ccc(S(=O)(=O)NC2CC2)cc1 ?
AmpC no deterg: 1%; TbPYK inhibitor: 4%; AmpC inh detg: -13%; LmPK inh: -10%; Sm TGR inh: 0%; AMA1 RON2 block: 3%; HCMV inh: 7

What do the screens show for `S=c1[nH]c2ccccc2n1CCc1ccncc1`?
TbPYK inhibitor: inconclusive; AMA1 RON2 block: 8%; HCMV inh: -25

How did COc1ccc2cc(/C=N/NC(=O)c3c(Cl)cnn3C)c(Cl)nc2c1 do in these assays?
AmpC no deterg: -10%; TbPYK inhibitor: 5%; AmpC inh detg: 0%; LmPK inh: 2%; Sm TGR inh: 5%; AMA1 RON2 block: 28%; HCMV inh: 45

How did C=CCOc1ccc(/C=N/O)cc1Cl do in these assays?
AmpC no deterg: -39%; TbPYK inhibitor: -4%; AmpC inh detg: -6%; LmPK inh: -2%; Sm TGR inh: -10%; AMA1 RON2 block: -9%; HCMV inh: 47

Results for COc1cccc(CNC(=O)COC(=O)CNC(=O)c2ccc(-c3ccccc3)cc2)c1 ?
AmpC no deterg: 20%; TbPYK inhibitor: 2%; AmpC inh detg: 1%; Sm TGR inh: -3%; AMA1 RON2 block: -4%; HCMV inh: -5

How did N/C(COc1ccc(Cl)cc1)=N\NS(=O)(=O)c1ccccc1 do in these assays?
AmpC no deterg: inconclusive; TbPYK inhibitor: -5%; AmpC inh detg: 2%; LmPK inh: 3%; Sm TGR inh: -9%; AMA1 RON2 block: 44%[activator]; HCMV inh: 30

What do the screens show for `O=C(NCC1COc2ccccc2O1)c1c[nH]c2ccc(S(=O)(=O)N3CCOCC3)cc2c1=O` (stereo unspecified)?
AmpC no deterg: 1%; TbPYK inhibitor: -8%; AmpC inh detg: 0%; LmPK inh: 6%; Sm TGR inh: 5%; AMA1 RON2 block: -10%; HCMV inh: 3

What do the screens show for `CCCN(CCC)C(=O)Cn1c(=O)n(-c2ccc(C)cc2)c(=O)c2ccc(C(=O)NCc3ccccc3Cl)cc21`?
TbPYK inhibitor: 10%; AmpC inh detg: 5%; Sm TGR inh: -4%; HCMV inh: -13

Results for CCN(CC)CCNC1=NCCn2c1cc1cc(OC)ccc12 ?
AmpC no deterg: -13%; TbPYK inhibitor: -1%; AmpC inh detg: -1%; LmPK inh: 6%; Sm TGR inh: -4%; AMA1 RON2 block: -11%; HCMV inh: 70
